GalR3 antag: human GalR3 antagonism | O60755 | HEK293 GalR3-CNG cAMP membrane potential fluorescence; galR3 body fused to GalR1 C-terminus | inhibition, % at 3 µM | actives 0.44% (n = 360,000) | AID 651719;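 active = inhibition above the screen-wide average plus 3 SD, cut at about 13% in these data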;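 note: forskolin and galanin both at EC90 stimulate the cells; cAMP rise reported by CNG channel membrane potential dye signal; 0% = forskolin plus galanin with DMSO and 100% = forskolin alone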
Target sequence (O60755 1-299 limits assumed): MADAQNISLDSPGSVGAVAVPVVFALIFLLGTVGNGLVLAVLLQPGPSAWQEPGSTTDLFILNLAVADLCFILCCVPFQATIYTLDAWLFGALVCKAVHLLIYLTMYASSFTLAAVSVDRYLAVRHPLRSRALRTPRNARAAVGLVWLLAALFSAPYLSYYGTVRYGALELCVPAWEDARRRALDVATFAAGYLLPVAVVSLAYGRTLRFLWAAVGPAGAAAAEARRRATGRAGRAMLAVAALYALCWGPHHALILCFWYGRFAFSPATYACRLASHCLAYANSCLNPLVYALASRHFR
PfM18AAP inh: blocks P. falciparum M18 aspartyl aminopeptidase; recombinant PfM18AAP, H-Glu-NHMec fluorogenic cleavage; inhibition, % at 7.35 µM; actives 1.2% (n = 290,000);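 active = inhibition above the campaign mean inhibition over all tested compounds plus 3 SD, cut at about 28% in these data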;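 note: 0% = plate median of test compound wells and 100% = 2 mM ZnCl2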
MEKK2wt PB1 HTS: raises or lowers MEK5 binding to wildtype human MEKK2 PB1 domain; bead flow cytometry, Alexa488-MEK5 binding to MEKK2 WT; actives lie on both sides; actives 1.1% (n = 290,000); AID 1531; Q9Y2U5; binding response (% of control), % at 10 µM; in the data active = binding response below about 67% or above about 130%
MEKK2 mut-MEK5: signal of MEK5 binding to mutant human MEKK2 PB1 domain; AID 1530; actives 0.35% (n = 290,000); percent response, % at 10 µM; bead flow cytometry, Alexa488-MEK5 binding to MEKK2 mutant; in the data active = percent response above about 24%, passing the limit was not always enough; note: inactives centre near 1; some results filed as inactive read as strong as hits
NALP1 yeast inh: inhibitors of NALP1 inflammasome in yeast; inhibition, % at 10 µM; S. cerevisiae NALP1/ASC/caspase-1 growth, X-gal OD620, 72 h; actives 0.61% (n = 280,000); AID 2071; in the data active = inhibition mostly above about 24%, no sharp cut-off; inactive = mostly below about 32%; note: some compounds called inactive have numbers as strong as hits
GPR7 antagonist: human neuropeptides B/W receptor 1 antagonism; P48145; GPR7-expressing cells, fluorescence antagonist assay; inhibition, % at 4.4 µM; actives 1.1% (n = 290,000); AID 1861; in the data active = inhibition above about 16%, passing the limit was not always enough;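 note: cells stimulated with the agonist NPW; 0% = agonist with vehicle and 100% = vehicle without agonist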
Target sequence (P48145 whole entry, looked up): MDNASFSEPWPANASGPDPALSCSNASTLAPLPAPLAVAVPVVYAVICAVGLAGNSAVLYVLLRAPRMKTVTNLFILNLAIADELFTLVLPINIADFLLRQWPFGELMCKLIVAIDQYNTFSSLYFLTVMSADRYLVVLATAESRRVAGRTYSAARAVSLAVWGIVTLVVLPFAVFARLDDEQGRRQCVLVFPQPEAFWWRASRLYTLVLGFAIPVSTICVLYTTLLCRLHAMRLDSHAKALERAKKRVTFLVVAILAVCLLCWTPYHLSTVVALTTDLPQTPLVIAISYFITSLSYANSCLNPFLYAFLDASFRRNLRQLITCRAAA
OXTR potentiator: potentiates the human oxytocin receptor response | CHO-OTR cells, Fluo-8 calcium fluorescence, potentiator mode; 0% = oxytocin EC15, 100% = EC100 | actives 0.061% (n = 320,000) | activation, % at 3 µM;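 active = activation above that plate's cutoff, the mean activation of tested compounds plus 3 SD, cut at about 6.6% in these data, passing the limit was not always enough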;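 note: 100% uses oxytocin at 75 nM as the full agonist control; some results filed as inactive read as strong as hits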
Target sequence (P30559 whole entry, looked up): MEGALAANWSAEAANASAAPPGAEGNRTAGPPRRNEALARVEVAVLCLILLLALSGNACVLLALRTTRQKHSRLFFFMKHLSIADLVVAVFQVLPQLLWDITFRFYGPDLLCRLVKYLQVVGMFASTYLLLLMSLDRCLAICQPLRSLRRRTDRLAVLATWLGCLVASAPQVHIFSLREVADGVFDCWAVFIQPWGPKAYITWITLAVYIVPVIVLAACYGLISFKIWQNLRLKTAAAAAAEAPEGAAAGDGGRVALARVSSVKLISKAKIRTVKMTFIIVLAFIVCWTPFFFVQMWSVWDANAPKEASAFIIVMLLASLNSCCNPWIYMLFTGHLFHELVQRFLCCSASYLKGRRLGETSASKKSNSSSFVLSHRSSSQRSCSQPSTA
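Assay system: CHO cell line stably expressing human OTR. Reagent: EC15 oxytocin agonist. Dosing: single dose, 3.0 µM nominal final compound concentration. Timing: compound 6 min at room temperature before oxytocin, 100 s read. Signal: kinetic Fluo-8 calcium fluorescence. Controls: oxytocin EC15 low and EC100 high.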
OXTR agonist: activates the human oxytocin receptor | actives 0.32% (n = 320,000) | activation, % at 3 µM | P30559 | CHO-OTR cells, Fluo-8 calcium fluorescence; normalized: DMSO 0%, oxytocin 100%;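 active = activation above the mean of all tested compounds plus 3 SD, cutoff set per screening run, cut at about 20% in these data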;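 note: peak over basal fluorescence ratio from a 100 s FLIPR kinetic read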
V1aR counter: counter-screen for oxytocin receptor agonists: human V1a receptor agonists. activation, % at 3 µM. AID 2797. actives 0.25% (n = 320,000). CHO-V1R cells, Fluo-8 calcium fluorescence, agonist mode; 0% DMSO, 100% 3 nM vasopressin;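 active = activation above the mean activation of all tested compounds plus 3 SD, per screening run, cut at about 20% in these data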;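 note: signal is peak over basal fluorescence ratio across a 100 second FLIPR read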
Starred values were filed as active, the others as inactive; . = not tested or not shown. Random draw from the library; overall some 4.1% were active at least once.

Below each compound: OXTR agonist | OXTR potentiator | MEKK2 mut-MEK5 | V1aR counter | MEKK2wt PB1 HTS | NALP1 yeast inh | PfM18AAP inh | GPR7 antagonist | GalR3 antag
1: Cc1ccc(C(=O)C2=C(O)C(=O)N(c3ncccn3)C2c2ccccc2F)o1 (stereo not drawn)
  0.7 | 3 | 9 | 2.3 | 102 | 13 | 27 | -9 | -6
2: COc1ccc(C(C(=O)NCC2CCCO2)N(C(=O)c2snc(C(N)=O)c2N)c2ccc(C)cc2)cc1OC (stereo not drawn)
  . | . | 12 | . | 100 | 13 | 6 | -2 | -10
3: Cc1n[nH]c(C)c1S(=O)(=O)N1CCCC(C(=O)Nc2ccc3c(c2)OCCO3)C1 (stereo not drawn)
  0.2 | -8 | . | 1.5 | . | 16 | 0 | 0 | .
4: CC1CCCCN1C(=O)c1ccc(C(=O)c2ccccc2)cc1 (stereo not drawn)
  0.8 | -8 | . | 2.7 | . | . | . | . | -1
5: O=C(Cn1[nH]c(=O)c2ccccc2c1=O)OCC(=O)c1ccc(F)cc1
  -0.4 | -13 | . | 1.2 | . | . | . | . | -3
6: COc1ccc(OC)c2c1cc(C(=O)N[C@H](C(=O)N1CCC(C(=O)O)CC1)C(C)C)n2C
  . | . | 4 | . | 100 | -3 | 8 | -6 | -10
7: CN(C)c1ccc(C(=O)NCC(c2cccs2)N2CCOCC2)cc1 (stereo not drawn)
  0.6 | -1 | . | 1.5 | . | . | . | . | -3
8: COc1ccc([C@H]2CC(=O)C=C(C#CC(C)(C)C)C2)cc1
  -1.7 | -2 | . | -1.4 | . | . | . | . | -8
9: COc1ccc(NC(=O)CNc2cc(S(=O)(=O)N3CCOCC3)ccc2NCC2CCCO2)cc1 (stereo not drawn)
  -1.2 | -4 | 1 | -0.3 | 98 | -2 | 3 | -5 | 1
10: CN1C(c2ccc(F)cc2)=CS/C1=C(\C#N)c1nnc2n1-c1ccccc1SC2
  -0.1 | -13 | 2 | 1.1 | 97 | -5 | -3 | -15 | -4
11: O=S(=O)(Nc1ccc2nc(-c3ccc(Br)o3)[nH]c2c1)c1ccccc1
  . | . | 15 | . | 102 | -15 | 3 | -2 | .
12: Cc1nnsc1C(=O)N/N=C/c1ccccc1
  0.1 | -4 | -1 | 1.5 | 96 | 20 | 3 | -2 | -5
13: CCOC(=O)CSc1nc2c(sc3ccc([N+](=O)[O-])cc32)c(=O)n1Cc1ccco1
  -1.6 | -13 | -1 | -0.6 | 91 | 18 | -5 | -5 | -9
14: CCOc1ccc2nc(N/C(N)=N/C(=S)Nc3cccc(C)c3)nc(C)c2c1
  0.0 | 2 | 0 | 0.3 | 98 | 3 | 5 | -10 | -5
15: COC(=O)c1ccc(C2c3c(oc4ccc(Cl)cc4c3=O)C(=O)N2CCN2CCOCC2)cc1 (stereo not drawn)
  0.6 | -11 | 28 | 0.8 | 128 | . | -12 | -14 | -8
16: Brc1ccc(CNCC2CCCO2)cc1 (stereo not drawn)
  -0.1 | -5 | 1 | 0.8 | 101 | 32 | 0 | -7 | -7
17: O=C(Nc1cccc(Cl)c1)c1cnn2cccnc12
  0.4 | -4 | 0 | 0.7 | 102 | 3 | -13 | -4 | -4
18: COc1cc(C(=O)OCCCN(C)C)cc(OC)c1OC
  2.2 | 0 | 1 | 1.6 | 99 | . | 2 | -8 | -3
19: COc1ccccc1N1CCN(C(=O)C2c3ccccc3Oc3ccccc32)CC1
  -1.6 | -12 | 7 | -1.3 | 101 | 20 | 5 | 14 | -6
20: Cc1cc(C)cc(-n2c(=O)c3sccc3n(CC(=O)NCc3ccco3)c2=O)c1
  -0.8 | -1 | -2 | -1.1 | 96 | 8 | -1 | -1 | -6
21: COc1ccc([C@@H]2CC=C(C(=O)O)[C@H](c3ccc(F)cc3)N2S(=O)(=O)c2ccccc2C)cc1
  -0.3 | -4 | . | -0.7 | . | . | . | . | 7
22: FC(F)Oc1ccc(/C=N/NC(=S)Nc2cc(C(F)(F)F)ccc2Cl)cc1
  0.3 | -3 | 2 | -0.3 | 103 | 12 | -3 | -11 | 4
23: Cc1cccc(NC(=S)NCCc2ccccn2)c1
  -0.5 | -11 | 5 | 6.3 | 102 | 6 | -11 | 10 | -3
24: O=C1C=C(c2ccc(C(=O)O)cc2)C[C@@H](c2ccc(F)cc2)C1
  3.2 | -2 | . | 0.5 | . | . | . | . | -2
25: Cc1cc(C)cc(NC(=O)CC2Oc3ccc(C)cc3NC2=O)c1 (stereo not drawn)
  0.3 | -5 | 8 | 0.3 | 105 | 2 | -1 | -4 | -5
26: CC(=O)Nc1ccc(NC(=O)C(C)OC(=O)C2CCCC2)cc1 (stereo not drawn)
  1.1 | 0 | . | 0.4 | . | . | . | . | -1
27: CCCCNS(=O)(=O)c1ccc(NC(=O)C2c3ccccc3Oc3ccccc32)cc1
  10 | -5 | 12 | 3.1 | 107 | 14 | 2 | -2 | -3
28: COc1ccccc1NC(=O)N1CCC(NC(=O)C2CCCCC2)CC1
  0.0 | 3 | 4 | 1.0 | 98 | 0 | 3 | -19 | -9
29: CCc1cccc2c(=O)c(C(=O)N3CCOCC3)c[nH]c12
  -0.7 | -9 | -4 | -0.1 | 95 | -8 | -4 | 0 | 0
30: S=C(N/N=C/c1ccccc1)N1CCOCC1
  -0.3 | -1 | -2 | 0.4 | 101 | 40 | 34* | 0 | -1
31: Cc1ccc(/C=N/Nc2cc(C)nc(N3CCOCC3)n2)cc1
  -1.7 | -9 | -1 | -0.1 | 102 | 35 | 2 | -3 | -2
32: COc1ccccc1OC(C)c1nnc(SCC(=O)Nc2c(C)n(C)n(-c3ccccc3)c2=O)n1-c1ccccc1 (stereo not drawn)
  0.3 | 0 | -1 | 0.4 | 99 | 15 | -6 | -8 | -6
33: COc1cccc(C2C3=C(CC(C)(C)CC3=O)Nc3n[nH]c(C)c32)c1 (stereo not drawn)
  -0.8 | -18 | 2 | 0.8 | 100 | 4 | 2 | -10 | -4
34: COc1ccc(NC(=O)CSc2nnnn2Cc2ccccc2)cc1
  -0.7 | -9 | 3 | -1.3 | 107 | 22 | 2 | 7 | -5
35: COc1ccc(S(=O)(=O)N2CCOCC2)cc1C(=O)N(C)CCOc1ccc(Cl)cc1
  11 | -9 | . | 8.1 | . | . | . | . | -4
36: CCc1ccc(N2CC(C(=O)NCc3ccco3)CC2=O)cc1 (stereo not drawn)
  -1.5 | -14 | 3 | 0.1 | 107 | 10 | 10 | -4 | -3
37: O=C(COc1nsnc1N1CCOCC1)Nc1ccc([N+](=O)[O-])cc1
  8.7 | -10 | 0 | 8.0 | 97 | 6 | 3 | 5 | -11
38: CNc1cc(CSc2ccc(Cl)cc2)nc(C)n1
  0.2 | -4 | 0 | 4.2 | 110 | 7 | -3 | -3 | 1
39: Cc1ccc(S(=O)(=O)N2CCN(C(=O)COC(=O)c3oc4ccccc4c3C)CC2)cc1
  -1.0 | -11 | . | 0.4 | . | . | . | . | -1
40: CCC(C)[C@H](NC(=O)N1CC(=O)Nc2ccccc21)C(=O)N1CCC[C@H]1C(=O)O (stereo partly drawn)
  1.7 | 2 | 1 | 1.6 | 100 | 11 | 2 | -1 | 1
41: O=C(NCc1ccco1)c1ccccc1SCC(=O)N1CCCC1
  2.9 | -2 | . | 0.9 | . | . | . | . | -5
42: Cc1onc(-c2c(Cl)cccc2Cl)c1C(=O)N1CCN(Cc2ccccc2)CC1
  3.1 | -8 | 1 | 2.1 | 103 | -7 | 4 | 0 | -9
43: CC(C)C(=O)OCc1cn(-c2ccc(Cl)c(Cl)c2)nn1
  -0.9 | -1 | -1 | 1.8 | 102 | 6 | -6 | 1 | -3
44: COc1ccccc1C(=O)N1c2ccccc2Sc2ccccc21
  -2.7 | 2 | 0 | -1.0 | 101 | 33 | -4 | -3 | -3
45: Nc1cc(Cl)ccc1N1CCCCC1
  -2.0 | -15 | -9 | -1.2 | 92 | 6 | -8 | -7 | -5
46: O=C(CC(NC(=O)c1ccccc1)c1ccccc1)Nc1cccc2ccccc12 (stereo not drawn)
  0.3 | 2 | -2 | 0.1 | 100 | 21 | 2 | -5 | 0
47: O=C(N/N=C/c1cccc([N+](=O)[O-])c1)c1cc(-c2ccc3c4c(cccc24)CC3)n[nH]1
  0.7 | -7 | -2 | 0.7 | 102 | 16 | 0 | 5 | -4
48: O=C(OCc1ccccc1)c1ccccc1O
  -1.5 | 0 | . | -0.4 | . | . | . | . | 0
49: Cc1ccc(S(=O)(=O)c2nc(-c3ccccc3Cl)oc2N(C)C)cc1
  -0.5 | 4 | -10 | 0.8 | 89 | 23 | -6 | -16 | -2
50: CCCOc1ccc(N2C(=O)C/C(=C\c3ccccc3)C2=O)cc1
  -0.4 | 5 | -15 | 2.6 | 84 | -49 | -5 | 13 | -3

Next entries:
Below each compound: OXTR agonist | OXTR potentiator | MEKK2 mut-MEK5 | V1aR counter | MEKK2wt PB1 HTS | NALP1 yeast inh | PfM18AAP inh | GPR7 antagonist | GalR3 antag
51: C=CCSc1nnc(NC(=O)Cc2ccc(OC)c(OC)c2)s1
  1.8 | 0 | -1 | 2.5 | 103 | -12 | -5 | 0 | -4
52: CCN(C(=O)COC(=O)CSc1ccccc1)c1c(N)n(Cc2ccccc2)c(=O)[nH]c1=O
  -0.2 | 1 | . | 2.3 | . | . | . | . | -3
53: Cc1ccc(C)n1-c1nn(S(=O)(=O)c2ccccc2)c2cccc(F)c12
  -1.2 | -9 | -21 | 0.8 | 90 | . | 1 | -5 | 0
54: COC(=O)c1ccn(CSc2cc(Cl)ccc2Cl)n1
  0.0 | -6 | . | -0.8 | . | . | . | . | -4
55: COc1ccc(CCn2c(N3CCOCC3)nc3c2c(=O)[nH]c(=O)n3C)cc1
  1.4 | -1 | 5 | -0.1 | 109 | 19 | -1 | 8 | -4
56: CC(=O)Nc1ccc(NS(=O)(=O)c2cn(C)c(=O)n(C)c2=O)cc1
  -0.2 | 2 | 7 | 1.1 | 104 | . | -2 | 8 | .
57: COc1ccc(Br)cc1C(=O)NC(=S)Nc1ccc(Cl)c(C(=O)O)c1
  1.1 | -4 | -5 | -0.2 | 97 | 0 | -2 | -18 | -6
58: O=C(CSC1=NS(=O)(=O)c2ccccc2N1)NCc1ccc(F)cc1
  -0.5 | 7 | . | -0.6 | . | . | . | . | -3
59: CCOC(=O)Nc1ccc(S(=O)(=O)N(C)C(C)C)cc1
  0.7 | -3 | -1 | 0.5 | 98 | 14 | 2 | 6 | -4
60: O=C(COC(=O)C1CCC1)NCc1ccccc1Cl
  -1.0 | -13 | 12 | -1.4 | 109 | 7 | -5 | -10 | -3
61: CC1(C)c2[nH]c3ccccc3c2C[C@H]2C(=O)N(Cc3cccc(F)c3)C(=O)N21
  5.0 | -11 | -5 | 4.2 | 94 | . | . | . | -7
62: CCOC(=O)C(NC(=O)CC)(Nc1nc2c(s1)CCCC2)C(F)(F)F (stereo not drawn)
  -0.4 | -14 | 4 | -0.1 | 97 | 12 | 2 | -21 | -4
63: CC1CCN(Cc2c(C(=O)O)nnn2-c2nonc2N)CC1
  0.0 | -11 | 0 | 0.6 | 97 | 14 | 1 | 5 | -4

Bioassay records as filed in PubChem BioAssay.
